Mito fusion yeast = qHTS Assay for Small Molecule Inhibitors of Mitochondrial Division or Activators of Mitochondrial Fusion; S. cerevisiae fusion-defective mutant growth rescue, CellTiterGlo 48 h; hit rate 0.23% among 320,000; Potency, µM (series often up to 46.1 µM), inactives show at the top dose growth rescue (activation), actives largely listed as activators;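 further: potency means the concentration at half of the fitted maximal effect; % of control where 0% means no effect; nearly all actives have a fitted effect of over 45% in size; temperature-sensitive fusion mutants such as fzo1-1 at 37 °C on non-fermentable ethanol glycerol medium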
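Temperature-sensitive fusion-defective S. cerevisiae (e.g. fzo1-1, mgm1-5) were grown with compound in YPEG medium (3% ethanol, 3% glycerol) for 48 hours at 37C. Growth rescue was measured as viability by CellTiterGlo luminescence after 10 minutes at ambient.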
PTAP TSG101 blk = qHTS Assay for Iinhibitors of HIV-1 Budding by Blocking the Interaction of PTAP/TSG101 | Tumor susceptibility gene 101 protein (Homo sapiens), Q99816 | Fluorescence polarization, FITC-PTAP peptide / Tsg101 binding | Potency, µM (doses to about 115 µM), inactives show top-dose activity change, negative = inhibition, hits mostly inhibitors | 340,000 tested, under 10 active; active means well fitted inhibition curve with a large enough effect in the main read-out, with a control signal flat, not every such curve was filed as active; inconclusive means small, poorly fitted or top-dose-only effect, or effect the other way, or a change in a side signal; inactive means no such curve, though single readings can be large or run the other way; further: potency means the concentration at half of the fitted maximal effect; % of control where 0% means no effect
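Fluorescence anisotropy tracks displacement of a FITC-tagged PTAP peptide (50 nM) from the Tsg101 binding domain (10 uM), following a 20 min room-temperature incubation at pH 7.5.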
Eya2 phos inh = qHTS Assay for Inhibitors of the Phosphatase Activity of Eya2; Potency, µM (doses to about 76.9 µM), for the others: at the highest dose activity, negative = inhibition, usual class: inhibitors; hit rate 0.006% among 330,000; recombinant Eya2, OMFP fluorescence dephosphorylation (OMFP is methylfluorescein phosphate); Protein phosphatase EYA2 (Homo sapiens), O00167; further: potency means the concentration at half of the fitted maximal effect; on the % scale 0 is the no-effect control and ±100 the full control effect
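Eya2 protein (added as 0.2 uM solution) was preincubated with compound for 10 min at ambient temperature in 50 mM HEPES pH 7.5, 50 mM NaCl, 5 uM MgCl2, 0.05% BSA, 1 mM DTT. OMFP (added at 50 uM) then reacted 10 min; fluorescence read at 485/525 nm.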
TCR act = Activators of T cell receptors: qHTS campaign | primary human leukocytes, anti-CD3, IL-2 HTRF, 48 h | Potency, µM (doses to about 9.22 µM), for the others: at the top dose activation of IL-2 secretion, usual class: activators | 330,000 tested, under 10 active | AID 504894, 2011; further: % of control where 0% means no effect
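Human primary leukocytes + a-CD3 beads + cpd, 48 hr; IL-2 in supernatant by HTRF (ex 320nm / em 665nm). No co-stimulatory signal supplied.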
BCR signal inh = qHTS Assay to Find Inhibitors of Chronic Active B-Cell Receptor Signaling; ABC-DLBCL IkBa-CBG/CBR reporter, luminescence ratio, 4 h; hit rate 0.05% among 340,000; Potency, µM (series often up to 46.1 µM), inactives show top-dose ratio change, negative = lower green/red ratio, most hits filed as inhibitors; AID 493014, 2011; active means well fitted inhibition curve with a large enough effect in the signal ratio, with a control signal flat, not every such curve was filed as active; inconclusive means small, poorly fitted or top-dose-only effect, or effect the other way, or a change in a side signal; the % refers to the signal ratio;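 further: potency means the concentration at half of the fitted maximal effect; plate controls were basal doxycycline-induced cells for no effect and cells given 10 µM MG132 for full effect; MG132 reads +100%, hits lower the ratio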
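Cell line TMD8 (human ABC DLBCL), stably expressing tet-inducible CBG68-IkBa fusion and CBR; IMDM/0.5% FBS; cpd up to 46 uM; dox induction, 4 h, 37C/5% CO2; dual luminescence; green/red ratio; MG132 control.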
Tb PFK inh = qHTS Assay to Find Inhibitors of T. brucei phosphofructokinase | ATP-dependent 6-phosphofructokinase (Trypanosoma brucei brucei), O15648 | T. brucei PFK, ADP-Glo luminescence | Potency, µM (titrated, usually from 57.5 µM), inactives show top-dose activity, negative = inhibition, hits mostly inhibitors | hit rate 0.17% among 330,000 | AID 485367, 2010;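 further: potency means the concentration at half of the fitted maximal effect; 0% = uninhibited 1x PFK enzyme wells and -100% = no-enzyme wells; nearly all actives have a fitted effect of over 60% in size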
Target sequence (O15648 whole entry, looked up): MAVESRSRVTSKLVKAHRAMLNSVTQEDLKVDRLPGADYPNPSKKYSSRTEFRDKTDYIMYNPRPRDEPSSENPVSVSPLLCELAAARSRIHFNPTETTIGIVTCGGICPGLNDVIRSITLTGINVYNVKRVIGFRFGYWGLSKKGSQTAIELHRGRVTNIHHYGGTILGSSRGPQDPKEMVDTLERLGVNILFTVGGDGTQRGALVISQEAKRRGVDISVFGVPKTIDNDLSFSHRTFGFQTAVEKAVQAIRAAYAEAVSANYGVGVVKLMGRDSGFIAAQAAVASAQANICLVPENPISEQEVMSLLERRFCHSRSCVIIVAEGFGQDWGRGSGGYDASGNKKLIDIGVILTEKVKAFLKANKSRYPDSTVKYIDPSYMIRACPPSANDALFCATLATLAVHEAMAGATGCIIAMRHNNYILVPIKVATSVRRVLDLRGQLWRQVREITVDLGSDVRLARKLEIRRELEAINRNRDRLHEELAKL
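In TEA buffer at pH 8.0 with 5 mM MgCl2, enzyme (1.25 nM) converted F6P (0.5 mM) and ATP (0.1 mM) for 45 min at room temperature. ADP product was read by luciferase luminescence.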
ELG1 DNA repair = qHTS screen for small molecules that inhibit ELG1-dependent DNA repair in human embryonic kidney (HEK293T) cells expressing luciferase-tagged ELG1; HEK293T ELG1-luciferase reporter, luminescence, 16 h; DNA damage induced by 5-fluorouridine; Potency, µM (highest dose often 46.1 µM), for inactives: at the highest dose activity change, negative = inhibition, hits mostly inhibitors; hit rate 2.3% among 330,000; AID 504467, 2011; further: potency means the concentration at half of the fitted maximal effect; on the % scale 0 is the no-effect control and ±100 the full control effect; nearly all actives have a fitted effect of over 55% in size
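HEK293T cells expressing luciferase-tagged ELG1 (2,000/well) received 5-Fluorouridine plus compound or DMSO for 16 hr at 37 °C. Luciferase was read by ONE-Glo luminescence after 30 min at room temperature.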
S-ASM inh = Inhibitors of Secretory Acid Sphingomyelinase (S-ASM): qHTS. placental ASM, HMU-PC fluorogenic substrate, 60 min. Potency, µM (series often up to 57.5 µM), for inactives: at the highest dose activity change, negative = inhibition, usual class: inhibitors. hit rate 0.006% among 340,000. AID 504937, 2011; further: potency means the concentration at half of the fitted maximal effect
Target sequence (P17405 47-631 limits assumed): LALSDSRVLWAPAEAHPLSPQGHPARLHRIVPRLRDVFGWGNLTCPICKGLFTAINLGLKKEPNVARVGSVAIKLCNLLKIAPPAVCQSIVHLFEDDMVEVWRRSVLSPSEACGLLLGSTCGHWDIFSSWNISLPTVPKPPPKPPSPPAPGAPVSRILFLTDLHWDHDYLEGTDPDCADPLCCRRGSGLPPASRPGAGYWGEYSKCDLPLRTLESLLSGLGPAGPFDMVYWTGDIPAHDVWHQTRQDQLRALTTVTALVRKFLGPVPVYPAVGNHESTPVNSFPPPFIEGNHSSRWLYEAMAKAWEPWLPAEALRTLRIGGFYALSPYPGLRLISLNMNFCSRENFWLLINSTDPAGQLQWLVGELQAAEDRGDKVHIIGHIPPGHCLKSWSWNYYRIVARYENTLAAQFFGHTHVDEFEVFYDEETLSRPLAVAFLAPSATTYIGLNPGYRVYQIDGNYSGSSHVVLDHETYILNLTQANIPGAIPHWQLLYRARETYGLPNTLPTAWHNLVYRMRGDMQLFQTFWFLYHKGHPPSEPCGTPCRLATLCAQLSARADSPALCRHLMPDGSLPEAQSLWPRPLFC
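Fluorescence read-out (Ex 386 nm, Em 447 nm) after stopping the reaction at pH 10. Enzyme: ASM from human placenta; substrate HMU-PC0, 9 uM final; 60 min, 37 °C. Compound preincubation 10 min, ambient temperature.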
A-T KAP1 phos = qHTS Assay for Identifying a Potential Treatment of Ataxia-Telangiectasia; Potency, µM (series often up to 57.5 µM), for the others: at the highest dose activation, usual class: activators; hit rate 0.19% among 320,000; […] A-T fibroblasts, KAP-1 phosphorylation AlphaLISA; neocarzinostatin DNA damage 30 min before lysis; further: potency means the concentration at half of the fitted maximal effect; % of control where 0% means no effect; nearly all actives have a fitted effect of over 45% in size
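hTERT-immortalized A-T patient fibroblasts ([…]), 500 cells/well in OPTI-MEM, 1% FBS, got compounds for 60 min, then NCS for 30 min at 37C. Lysates were then assayed for phospho-KAP-1 by AlphaLISA (anti-pKAP1 donor, anti-KAP1 acceptor beads), 6 hr at 25C.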
TSHR antag = Antagonists of the Thyroid Stimulating Hormone Receptor: HTS campaign. activity change, negative = inhibition, % at 11.5 µM. TSHR-expressing cells, TSH-stimulated cAMP HTRF, 2 h; active compounds read low. hit rate 0.2% among 330,000. Thyrotropin receptor (Homo sapiens), P16473;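 active means activity change below a set negative limit, meaning inhibition stronger than a set level, cut at about -70% in these data; inconclusive means activity change between two set negative limits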; further: on the % scale 0 is the no-effect control and ±100 the full control effect
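Antagonism was scored as loss of TSH-driven cAMP in TSHR cells, stimulated with 4nM TSH (EC80) for 2 hours at 37 deg C and detected by homogeneous HTRF competition immunoassay.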
Integrin act MD = qHTS for Activators of Integrin-Mediated Alleviation for Muscular Dystrophy. alpha7betagal myoblasts, beta-gal FDG fluorescence, 48 h. Potency, µM (highest dose often 38.3 µM), inactives show at the top dose activation, actives largely listed as activators. hit rate 0.064% among 350,000;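 further: potency means the concentration at half of the fitted maximal effect; 100% = response of the positive control SU9516; nearly all actives have a fitted effect of over 60% in size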
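Alpha7betagal+/- myoblasts (passage 13) were plated 16-24 hr, then exposed to compounds (1:260 dilution of DMSO stock) for 48 hours at 37C. After MPER lysis, β-galactosidase reporter activity was read as FDG fluorescence (ex 480/em 540) after 30 minutes.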
Starred values were filed as active, the others as inactive; ? = inconclusive; / = not tested or not shown; [ ] = another dose, or the depositor's remark. Unless noted, the call rests on the fitted dose curve; in most records, active means well fitted curve in the direction sought with a large enough effect; inconclusive means small, poorly fitted or top-dose-only effect, or another doubt; inactive means no such curve, though single readings can be large; an effect the other way counts as inactive or inconclusive.

Below each SMILES – Mito fusion yeast, PTAP TSG101 blk, Eya2 phos inh, TCR act, BCR signal inh, Tb PFK inh, ELG1 DNA repair, S-ASM inh, A-T KAP1 phos, TSHR antag, Integrin act MD
COCc1cc(C)nc(SCc2ccccc2Cl)c1C#N
  -10%, 0%, 4%, -6%, ?, -1%, 2%, -1%, 7%, -6, -27%
CC1CN(S(=O)(=O)c2cccc(C(=O)NCc3ccccn3)c2)CC(C)O1 (centres undefined)
  /, -2%, -20%, -3%, -1%, 0%, ?, -1%, 16%, 42, 4%
COc1cc(CCC(C)NCc2ccccc2)ccc1O (centres undefined)
  3%, -6%, -6%, -8%, -1%, 0%, 7%, 26%, ?, 15, -8%
CC(C)CNC(=O)c1oc2ccccc2c1COc1ccccc1
  25%, -3%, -1%, -6%, 6%, 0%, 9%, -1%, -1%, -5, 0%
O=S(=O)(Nc1cccc(-n2cnnn2)c1)c1ccc(F)cc1
  -5%, -2%, 16%, 8%, 0%, 8%, -4%, 2%, -2%, -4, 13%
COc1cccc(/C=N/NC(=O)c2cccc3ccccc23)c1
  -2%, -6%, -8%, 5%, ?, 2%, -12%, 4%, 3%, -14, 11%
COc1cc(OC)cc(C2=NCCN2)c1
  1%, -4%, -3%, 0%, 1%, 9%, -2%, -1%, -3%, -9, 10%
N#Cc1ccc(OCC(O)CN2CCN(C(c3ccccc3)c3ccccc3)CC2)cc1 (centres undefined)
  -31%, -5%, 11%, -3%, -3%, -4%, -6%, -1%, -9%, 9, 8%
COc1ccc([C@@H]2CC=C(C(=O)O)[C@H](c3ccccc3)N2S(=O)(=O)c2ccc(C)cc2)cc1OC
  -1%, -4%, -22%, 5%, 1%, 0%, 2%, 1%, 10%, 1, 1%
O=C(NN=C1CCCC1)c1cc(Br)ccc1O
  -2%, -3%, -6%, 5%, /, 1%, 16%, 7%, 5%, -33, 37%
CC(C)Oc1nc(-c2ccc(Cl)cc2)nc2ccccc12
  6%, -4%, 6%, -6%, ?, 2%, -11%, -5%, ?, -2, ?
Nc1nc(SCc2nc3sc4c(c3c(=O)[nH]2)CCCC4)n[nH]1
  -5%, -2%, -7%, -2%[46.1 µM], -1%, 2%, 6%, -1%, 4%, -5, -17%
COc1ccccc1CNC(=O)C1CCN(C(=O)NC2CCCCC2)CC1
  4%, -1%, 2%, -4%, -3%, 1%, 26%, 4%, 1%, 0, -10%
CCc1ccccc1N1CC(C(=O)Nc2cc(C)on2)CC1=O (centres undefined)
  -8%, -5%, 5%, 0%, 1%, -1%, 6%, -3%, -5%, 13, -15%
CCCCNC(=O)CSc1nc2ccccc2c(=O)n1CCNC(C)=O
  -2%, -4%, -1%, -3%, -2%, 0%, 0%, -3%, 0%, -7, 4%
CCOC(=O)C1=C(C)N=C2SC(C)C(=O)N2C1c1ccc(OC(C)=O)c(OCC)c1 (centres undefined)
  -7%, /, -8%, /, 8%, 8%, 1%, /, 7%, -3, /
Cc1ccc2cc(C)c3nnc(SCC(=O)c4cccs4)n3c2c1C
  19%, 0%, -4%, 4%[46.1 µM], ?, -5%, -6%, 2%, 10%, -5, -4%
CCCc1cc2c(cc1NC(=O)c1ccccc1Cl)OCO2
  -1%, -8%, -1%, -2%, 0%, -1%, -4%, 3%, 0%, -15, 37%
O=C(NNc1c2ccccc2nc2ccccc12)c1cc2ccccc2cc1O
  5%, -9%, -18%, -5%[46.1 µM], ?, -7%, 13µM*, -17%, -2%, -22, -9%
COc1ccc(C(C)=O)cc1COC(=O)c1ccc(OCc2c(C)noc2C)cc1
  -5%, -1%, 12%, 2%, 0%, -1%, 19%, -3%, 3%, -5, -16%
CCOP(=O)(OCC)c1nc(-c2ccc(C)cc2)oc1NCc1ccccc1
  26%, -5%, -10%, 10%[46.1 µM], 2%, 2%, -26%, -1%, 5%, 9, 0%
COc1ccc(/C=N/NC(=O)c2ccccc2O)cc1Cn1cc(Cl)cn1
  3%, 3%, -16%, 8%, ?, -1%, 6%, ?, -6%, -13, -4%
c1ccc(-c2cc(N3CCCCC3)nc(-c3ccccc3)n2)cc1
  -1%, -2%, 0%, -1%[46.1 µM], 0%, -6%, -9%, -1%, -1%, 30, 28%
CCCCCC(=O)Cc1cc(O)cc2c1C(=O)Oc1cc(O)c(C(=O)O)c(CCCCC)c1O2
  -3%, -10%, -16%, -6%, 0%, 0%, 1%, 0%, 3%, -1, 9%
O=C(CNC(=O)c1ccccc1)NCC(O)c1ccc([N+](=O)[O-])cc1 (centres undefined)
  2%, -9%, 2%, 14%, 4%, 3%, -4%, 0%, 5%, -3, 11%
COc1cc(/C=C2\C(=N)N3N=C(S(C)(=O)=O)SC3=NC2=O)cc(OC)c1OCCOc1ccccc1C
  9%, -1%, -13%, -5%, 0%, -11%, -2%, 7%, -5%, -8, 15%
CC(C)CN(C(=O)CSc1n[nH]c(-c2cccs2)n1)C1CCS(=O)(=O)C1 (centres undefined)
  -1%, 0%, -6%, 3%, 5%, -3%, 18%, 10%, 17%, 6, 8%
Cc1ccc(N/N=C2\CC(=O)c3ccccc32)cc1Cl
  5%, /, 9%, /, ?, 5%, 18%, /, 3%, 0, /
CC(C)N(C(=O)CSc1nnc(NC(=O)C2CCC2)s1)C(C)C
  14%, -10%, 5%, 0%, -21%, -4%, 1%, 4%, 8%, 31, ?
CCOC(=O)C1=CCN(Cc2ccccc2)CC1
  0%, -6%, -12%, -4%, 4%, -10%, -9%, 1%, -4%, 4, 10%

Reformatted: entries from further up
| structure | Mito fusion yeast | PTAP TSG101 blk | Eya2 phos inh | TCR act | BCR signal inh | Tb PFK inh | ELG1 DNA repair | S-ASM inh | A-T KAP1 phos | TSHR antag | Integrin act MD |
| --- | --- | --- | --- | --- | --- | --- | --- | --- | --- | --- | --- |
| Cc1ccc(N/N=C2\CC(=O)c3ccccc32)cc1Cl | 5% | / | 9% | / | ? | 5% | 18% | / | 3% | 0 | / |
| CC(C)N(C(=O)CSc1nnc(NC(=O)C2CCC2)s1)C(C)C | 14% | -10% | 5% | 0% | -21% | -4% | 1% | 4% | 8% | 31 | ? |
| CCOC(=O)C1=CCN(Cc2ccccc2)CC1 | 0% | -6% | -12% | -4% | 4% | -10% | -9% | 1% | -4% | 4 | 10% |

Next section:
Below each SMILES – Mito fusion yeast, PTAP TSG101 blk, Eya2 phos inh, TCR act, BCR signal inh, Tb PFK inh, ELG1 DNA repair, S-ASM inh, A-T KAP1 phos, TSHR antag, Integrin act MD
O=C(CN1C(=O)/C(=C/c2ccccc2F)Sc2ccccc21)NCC1CCCO1 (centres undefined)
  -8%, -9%, 3%, 5%, 0%, -1%, -23%, -6%, 0%, 0, -23%
CCn1c(CNS(=O)(=O)c2ccc(Cl)cc2)n[nH]c1=S
  -6%, -1%, 3%, 2%, 6%, 0%, -4%, 6%, -1%, 14, -21%
O=[N+]([O-])c1cccc2c(S(=O)(=O)N3CCOCC3)cccc12
  -4%, -4%, 1%, 12%, -14%, ?, -8%, 3%, ?, -8, -30%
COCCNC(=O)CN(C(=O)CCC(=O)Nc1ccccn1)c1ccc(C)cc1C
  -1%, 15%, 5%, -3%, 0%, 0%, -5%, -3%, 4%, 25, 3%
Cc1ccc(/C=C2\SC(=S)N(CCC(=O)NNC(=O)c3cccc(O)c3)C2=O)cc1
  3%, 0%, 0%, -5%, ?, 1%, -9%, -7%, 11%, -10, ?

High-throughput results: PubChem, National Center for Advancing Translational Sciences (NCATS)

Rows are unselected; any-hit rate near 3.2%.
